High-throughput results (PubChem)
p53null 32C tox = qHTS Screen for Compounds that Selectively Target Cancer Cells with p53 Mutations: Cytotoxicity of p53 Null Cells at the Permissive Temperature; H1299-neo p53 null cells, ATP luminescence, 24 h, 32C; Potency, µM (highest dose often 46.1 µM), for the others: top-dose activity change, negative = cytotoxicity, actives largely listed as cytotoxic; actives 0.62% (n = 55,000); AID 903, 2007;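 also: potency is read from the fitted curve at half-maximal effect; 0% = DMSO only and -100% = full killing by 100 µM tamoxifen; nearly all actives have a fitted effect of over 55% in size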
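H1299-neo (p53 null) cells, 600/well, treated 24 h at 32C with compound up to 46 uM; ATPlite luminescence viability, normalized to DMSO and 100 uM tamoxifen; AC50 by Hill fit.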
GALK inh = qHTS Assay for Inhibitors of Human Galactokinase (GALK): NCGC Sytravon Library Screen. Potency, µM (doses to about 57.5 µM), for inactives: at the top dose activity, negative = inhibition, actives largely listed as inhibitors. AID 1347072, 2019. P51570. 44,000 tested, under 10 active. recombinant GALK, Kinase-Glo ATP luminescence, 1 h;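 also: plate controls were full GALK reaction for no effect and reaction lacking GALK for full effect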
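Luminescent ATP-depletion readout (Kinase-Glo Plus) after 1 h room-temperature incubation of human GALK (5 nM) with galactose 100 µM and ATP 35 µM, pH 8.0 HEPES/Mg2+ buffer; compounds tested in qHTS format.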
p53null 39C kill = qHTS Screen for Compounds that Selectively Target Cancer Cells with p53 Mutations: Cytotoxicity of p53 Null Cells at the Nonpermissive Temperature | H1299 p53-null (neo) cells, 39C, ATPlite viability, 24 h | Potency, µM (series often up to 46.1 µM), for inactives: at the highest dose activity, negative = cell killing, actives largely listed as cytotoxic | actives 0.97% (n = 55,000);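 also: potency is read from the fitted curve at half-maximal effect; 0% = DMSO only and -100% = full killing by 100 µM tamoxifen; nearly all actives have a fitted effect of over 50% in size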
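Concentration-response (up to 46 uM) was run for 24 h at the nonpermissive 39C on H1299-p53A138V or H1299-neo cells. ATP content was measured with ATPlite luminescence. AC50 values were Hill-modeled after normalizing between DMSO and 100 uM tamoxifen killing.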
B2AR arrestin ag = qHTS assay of beta-arrestin-biased ligands of beta2-adrenergic receptor: NCGC Sytravon Library Screen; Beta-2 adrenergic receptor (Homo sapiens), P07550; HTLA Tango cells, beta-arrestin recruitment, luciferase luminescence, 18 h; Potency, µM (doses to about 46.1 µM), inactives show at the highest dose activation, actives largely listed as activators; 44,000 tested, under 10 active;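 also: potency is read from the fitted curve at half-maximal effect; 0% = DMSO and full agonism = EC100 isoproterenol or metaproterenol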
Target sequence (P07550 whole entry, looked up): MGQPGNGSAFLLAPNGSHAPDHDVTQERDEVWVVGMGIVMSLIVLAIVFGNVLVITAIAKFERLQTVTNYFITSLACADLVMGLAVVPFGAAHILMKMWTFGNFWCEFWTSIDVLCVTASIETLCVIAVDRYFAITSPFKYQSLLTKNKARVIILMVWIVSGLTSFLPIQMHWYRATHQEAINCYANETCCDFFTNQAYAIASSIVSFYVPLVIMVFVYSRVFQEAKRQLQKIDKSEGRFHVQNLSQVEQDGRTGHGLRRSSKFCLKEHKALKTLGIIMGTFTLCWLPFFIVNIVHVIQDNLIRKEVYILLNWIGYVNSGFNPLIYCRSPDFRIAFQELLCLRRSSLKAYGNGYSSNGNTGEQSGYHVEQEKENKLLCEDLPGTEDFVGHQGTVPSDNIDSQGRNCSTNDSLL
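Tango cells expressing recombinant beta2-AR and beta-arrestin were treated with compounds (up to 46 microM titration) in DMEM with 1% FBS for 18 hr at 37 degrees C. Beta-arrestin recruitment drove tTA-dependent luciferase, read by luminescence; curves were fitted and classed.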
TSG101-PTAP inh = qHTS Validation Assay for Inhibitors of HIV-1 Budding by Blocking the Interaction of PTAP/TSG101: Sytravon Library Screen. Tumor susceptibility gene 101 protein (Homo sapiens), Q99816. Fluorescence polarization, FITC-PTAP peptide/Tsg101, 20 min. Potency, µM (series often up to 115 µM), for inactives: at the top dose activity change, negative = inhibition, most hits filed as inhibitors. 44,000 tested, under 10 active. AID 1347069, 2019; also: potency is read from the fitted curve at half-maximal effect; 0% is about no effect
Target sequence (Q99816 whole entry, looked up): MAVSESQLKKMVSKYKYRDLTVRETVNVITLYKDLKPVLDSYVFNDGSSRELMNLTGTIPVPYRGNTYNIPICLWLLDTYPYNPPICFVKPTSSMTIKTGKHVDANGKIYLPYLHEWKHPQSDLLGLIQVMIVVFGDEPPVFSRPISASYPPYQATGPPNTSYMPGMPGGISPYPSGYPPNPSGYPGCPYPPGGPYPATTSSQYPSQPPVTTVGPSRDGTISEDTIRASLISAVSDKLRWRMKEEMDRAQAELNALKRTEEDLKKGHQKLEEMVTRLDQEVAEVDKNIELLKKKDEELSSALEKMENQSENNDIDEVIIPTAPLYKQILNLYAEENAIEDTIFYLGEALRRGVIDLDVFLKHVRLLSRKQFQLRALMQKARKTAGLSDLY
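Steps: Tsg101 binding domain (10 uM final) in HEPES pH 7.5/NaCl/Tween 20/EDTA/TCEP; add compound; add FITC-PTAP peptide (50 nM final); incubate 20 min r.t.; read polarization.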
FH mod = Identification of activators of human fumarate hydratase by quantitative high-throughput screening; actives 0.22% (n = 54,000); FH coupled MDH/diaphorase resazurin fluorescence, 15 min; Potency, µM (titrated, usually from 79.9 µM), for inactives: top-dose activity change, negative = inhibition, actives largely listed as inhibitors; Fumarate hydratase, mitochondrial (Homo sapiens), P07954; also: potency is read from the fitted curve at half-maximal effect; % is scaled to controls: 0 for no effect and ±100 for the full control effect; the screen sought activators but most active calls are inhibition curves; nearly all actives have a fitted effect of over 45% in size
NTMT1 inhibitor = Primary qHTS for Inhibitors of N-terminal methyltransferase 1 (NTMT1): MTaseGlo Assay; NTMT1 MTase-Glo SAH luminescence, purified enzyme; Potency, µM (series often up to 114 µM), for the others: at the top dose activity change, negative = inhibition, most hits filed as inhibitors; actives 2.5% (n = 59,000); AID 1645870, 2021;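 also: potency is read from the fitted curve at half-maximal effect; plate controls were DMSO vehicle for no effect and no enzyme for full effect; nearly all actives have a fitted effect of over 65% in size; many of its hits are not listed in these tables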
Target sequence (Q9BV86 whole entry, looked up): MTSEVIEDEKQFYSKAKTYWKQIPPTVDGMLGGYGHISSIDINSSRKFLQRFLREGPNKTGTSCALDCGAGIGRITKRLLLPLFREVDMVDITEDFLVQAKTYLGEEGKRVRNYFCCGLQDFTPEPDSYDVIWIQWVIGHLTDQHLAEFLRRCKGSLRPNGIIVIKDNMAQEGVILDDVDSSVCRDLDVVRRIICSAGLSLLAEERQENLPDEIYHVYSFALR
Starred values were filed as active, the others as inactive; [ ] = dose if it differs, or a comment. Calls follow the shape of the dose curve; as a rule, active = well fitted curve in the direction sought with a large enough effect; inconclusive = small, poorly fitted or top-dose-only effect, or another doubt; inactive = no such curve, though single readings can be large; an effect the other way counts as inactive or inconclusive. These rows are one share of the data, so the mix of outcomes need not match the whole.

Results for COc1ccc2nc(N(Cc3cccnc3)C(=O)COc3ccccc3)sc2c1 ?
p53null 32C tox: -14.2%; GALK inh: -2.5%; p53null 39C kill: 2.0%; B2AR arrestin ag: -3.1%; TSG101-PTAP inh: 0.6%; FH mod: -10.5%; NTMT1 inhibitor: -5.3%

How did CCOC(=O)N1CCc2c(sc3c2c(=O)n(CCc2ccccc2)c(=O)n3CC(=O)Nc2ccc(C)cc2)C1 do in these assays?
p53null 32C tox: -0.2%; GALK inh: 5.0%; p53null 39C kill: -7.6%; B2AR arrestin ag: 0.4%; TSG101-PTAP inh: 1.5%; FH mod: -20.5%; NTMT1 inhibitor: 5.7%

Results for O=C(COc1ccc(F)cc1)Nc1ccc2nc(SCC(=O)N3CCCC3)sc2c1 ?
p53null 32C tox: -6.6%; GALK inh: inconclusive; p53null 39C kill: 11.7%; B2AR arrestin ag: -4.2%; TSG101-PTAP inh: 6.6%; FH mod: -13.4%; NTMT1 inhibitor: -1.9%

How did Cc1ccc(Cl)cc1NC(=O)Cn1nc2c(cc1=O)CC(C)CC2 (stereo unspecified) do in these assays?
p53null 32C tox: 0.3%; GALK inh: 1.7%; p53null 39C kill: 17.7%; B2AR arrestin ag: -1.3%; TSG101-PTAP inh: 0.6%; FH mod: 4.2%; NTMT1 inhibitor: 11.6%

Results for CCc1ccc2oc(-c3ccc(NC(=O)c4cccc(Cl)c4Cl)cc3)nc2c1 ?
p53null 32C tox: -9.9%; GALK inh: 2.9%; p53null 39C kill: 1.4%; B2AR arrestin ag: 0.5%; TSG101-PTAP inh: 0.7%; FH mod: inconclusive; NTMT1 inhibitor: -2.0%

Results for CC(C)c1nn2c(=O)cc(COC(=O)c3ccc(NC(=O)c4ccccc4Cl)cc3)nc2s1 ?
p53null 32C tox: -16.3%; GALK inh: 3.3%; p53null 39C kill: -16.6%; B2AR arrestin ag: -1.1%; TSG101-PTAP inh: -1.1%; FH mod: -29.8%; NTMT1 inhibitor: 9.0%

How did Cc1ccc(-c2noc(-c3ccc(N4CCC(C)CC4)c([N+](=O)[O-])c3)n2)cc1 do in these assays?
p53null 32C tox: -14.1%; GALK inh: -2.2%; p53null 39C kill: -22.1%; B2AR arrestin ag: -3.6%; TSG101-PTAP inh: 2.3%; FH mod: 12.6%; NTMT1 inhibitor: 5.1%

What do the screens show for `CCCC(C(=O)Nc1cc(C)c(Cl)cc1OC)N1Cc2ccccc2C1=O` (stereo unspecified)?
p53null 32C tox: -16.1%; GALK inh: 0.2%; p53null 39C kill: -16.9%; B2AR arrestin ag: -0.2%; TSG101-PTAP inh: -3.8%; FH mod: -22.3%; NTMT1 inhibitor: -12.7%

What do the screens show for `CCOc1ccc(C(c2c(O)cc(C)n(Cc3ccco3)c2=O)N2CCN(C)CC2)cc1` (stereo unspecified)?
p53null 32C tox: -5.7%; GALK inh: inconclusive; p53null 39C kill: 11.9%; B2AR arrestin ag: 0.6%; TSG101-PTAP inh: -1.3%; FH mod: -8.0%; NTMT1 inhibitor: inconclusive

What do the screens show for `CC1CCC(C(=O)NC(C(=O)OCC(=O)c2ccc(Br)cc2)C(C)C)CC1` (stereo unspecified)?
p53null 32C tox: -2.9%; GALK inh: -13.7%; p53null 39C kill: 15.4%; B2AR arrestin ag: 0.1%; TSG101-PTAP inh: 1.4%; FH mod: -3.5%; NTMT1 inhibitor: inconclusive

What do the screens show for `O=C(CN1C(=O)CCSc2ccc(S(=O)(=O)N3CCCC3)cc21)Nc1ccccc1Cl`?
p53null 32C tox: 1.9%; GALK inh: 0.2%; p53null 39C kill: -11.9%; B2AR arrestin ag: -1.2%; TSG101-PTAP inh: 0.8%; FH mod: -7.2%; NTMT1 inhibitor: 6.3%

What do the screens show for `Cc1ccc(NC(=O)C2CCCN(S(=O)(=O)c3cccc4cccnc34)C2)c(Br)c1` (stereo unspecified)?
p53null 32C tox: -9.4%; GALK inh: 1.8%; p53null 39C kill: 12.2%; B2AR arrestin ag: 6.5%; TSG101-PTAP inh: -5.5%; FH mod: -6.2%; NTMT1 inhibitor: inconclusive

What do the screens show for `COc1cc(C(c2c(C)[nH][nH]c2=O)c2c(C)[nH][nH]c2=O)ccc1OC(=O)c1ccccc1OC`?
p53null 32C tox: 2.7%; GALK inh: 2.5%; p53null 39C kill: 6.9%; B2AR arrestin ag: -1.6%; TSG101-PTAP inh: -2.0%; FH mod: -6.9%; NTMT1 inhibitor: 6.7%

What do the screens show for `COc1ccc(C(=O)Nc2ccc(-n3nncc3-c3ccc(OC)c(OC)c3)cc2)cc1`?
p53null 32C tox: -2.1%; GALK inh: -0.2%; p53null 39C kill: 18.5%; B2AR arrestin ag: -0.9%; TSG101-PTAP inh: -6.3%; FH mod: -20.3%; NTMT1 inhibitor: 8.5%

What do the screens show for `CCOc1ccc(C(c2c(O)cc(C)n(CCOC)c2=O)N2CCC(C)CC2)cc1` (stereo unspecified)?
p53null 32C tox: 2.4%; GALK inh: -1.3%; p53null 39C kill: -18.5%; B2AR arrestin ag: -0.7%; TSG101-PTAP inh: -11.5%; FH mod: -4.6%; NTMT1 inhibitor: inconclusive

Entries from the list above containing bromine (2):
What do the screens show for `CC1CCC(C(=O)NC(C(=O)OCC(=O)c2ccc(Br)cc2)C(C)C)CC1` (stereo unspecified)?
p53null 32C tox: -2.9%; GALK inh: -13.7%; p53null 39C kill: 15.4%; B2AR arrestin ag: 0.1%; TSG101-PTAP inh: 1.4%; FH mod: -3.5%; NTMT1 inhibitor: inconclusive

What do the screens show for `Cc1ccc(NC(=O)C2CCCN(S(=O)(=O)c3cccc4cccnc34)C2)c(Br)c1` (stereo unspecified)?
p53null 32C tox: -9.4%; GALK inh: 1.8%; p53null 39C kill: 12.2%; B2AR arrestin ag: 6.5%; TSG101-PTAP inh: -5.5%; FH mod: -6.2%; NTMT1 inhibitor: inconclusive

(next part)
How did Cc1ccc(-c2nc(-c3cc4cccc(OCc5cccc(F)c5)c4oc3=O)no2)cc1 do in these assays?
p53null 32C tox: 2.6%; GALK inh: 5.1%; p53null 39C kill: 20.6%; B2AR arrestin ag: 0.2%; TSG101-PTAP inh: 30.9%[activator]; FH mod: -5.3%; NTMT1 inhibitor: -11.2%

What do the screens show for `CCOC(=O)NNC(=O)C1CCC(C)CC1` (stereo unspecified)?
p53null 32C tox: 5.0%; GALK inh: 0.0%; p53null 39C kill: -0.5%; B2AR arrestin ag: -2.3%; TSG101-PTAP inh: -7.9%; FH mod: 6.8%; NTMT1 inhibitor: 12.7%

What do the screens show for `CCN(CC)CCN(C(=O)c1ccco1)c1nc2ccc(F)cc2s1`?
p53null 32C tox: -4.7%; GALK inh: -1.4%; p53null 39C kill: -3.1%; B2AR arrestin ag: -2.0%; TSG101-PTAP inh: 1.4%; FH mod: -14.1%; NTMT1 inhibitor: -10.4%

How did Cc1cc(C(F)(F)F)n2nc(-c3ccc(Br)cc3)cc2n1 do in these assays?
p53null 32C tox: 1.0%; GALK inh: 2.5%; p53null 39C kill: 30.9%[activator]; B2AR arrestin ag: -1.7%; TSG101-PTAP inh: 0.5%; FH mod: -6.3%; NTMT1 inhibitor: 9.0%

What do the screens show for `COc1ccc(-c2nc3scc(CCNS(=O)(=O)c4cccs4)n3n2)cc1`?
p53null 32C tox: -20.2%; GALK inh: 1.5%; p53null 39C kill: 25.6%; B2AR arrestin ag: -2.3%; TSG101-PTAP inh: -9.5%; FH mod: -17.1%; NTMT1 inhibitor: 4.1%

What do the screens show for `Cc1cccc(CNC(=O)C2CCCN(S(=O)(=O)c3cn(C)cn3)C2)c1` (stereo unspecified)?
p53null 32C tox: -0.4%; GALK inh: -0.7%; p53null 39C kill: -9.2%; B2AR arrestin ag: 1.5%; TSG101-PTAP inh: -3.5%; FH mod: -3.5%; NTMT1 inhibitor: 0.3%

Results for O=C(CCCCn1c(=O)c2ccccc2n(Cc2cccc(Cl)c2)c1=O)NCc1ccc2c(c1)OCO2 ?
p53null 32C tox: 20.1%; GALK inh: -4.9%; p53null 39C kill: -26.4%; B2AR arrestin ag: -1.5%; TSG101-PTAP inh: -3.5%; FH mod: -12.0%; NTMT1 inhibitor: 14.4%

What do the screens show for `Cc1ccc(-c2onc(C)c2C)cc1S(=O)(=O)NC1CCC(C)CC1` (stereo unspecified)?
p53null 32C tox: 5.5%; GALK inh: -0.3%; p53null 39C kill: 43.8%[activator]; B2AR arrestin ag: -0.2%; TSG101-PTAP inh: -0.1%; FH mod: inconclusive; NTMT1 inhibitor: 0.0%

What do the screens show for `CC(=O)Nc1ccc(NC(=O)c2csnn2)cc1`?
p53null 32C tox: -7.3%; GALK inh: 1.3%; p53null 39C kill: -3.5%; B2AR arrestin ag: -3.6%; TSG101-PTAP inh: 2.3%; FH mod: 1.9%; NTMT1 inhibitor: -5.8%

What do the screens show for `COc1ccc(-n2ncc(C(=O)N3CCc4ccccc4C3)c2C2CCN(C(=O)OC(C)(C)C)CC2)cc1`?
p53null 32C tox: -3.7%; GALK inh: 1.9%; p53null 39C kill: 12.5%; B2AR arrestin ag: -0.7%; TSG101-PTAP inh: 0.8%; FH mod: -22.5%; NTMT1 inhibitor: -2.2%

How did COc1ccccc1N(CC(=O)NCCSCc1cccc(Cl)c1)S(C)(=O)=O do in these assays?
p53null 32C tox: 3.8%; GALK inh: 3.6%; p53null 39C kill: 18.9%; B2AR arrestin ag: 0.7%; TSG101-PTAP inh: -5.5%; FH mod: -11.0%; NTMT1 inhibitor: -1.6%

How did Cc1c(Cl)ccc2sc(N3CCN(C(=O)C(C)C)CC3)nc12 do in these assays?
p53null 32C tox: -5.2%; GALK inh: -6.9%; p53null 39C kill: 5.9%; B2AR arrestin ag: -3.4%; TSG101-PTAP inh: 1.4%; FH mod: -20.8%; NTMT1 inhibitor: -6.5%

Results for Cc1nnc(SCC(=O)NCc2ccccc2Cl)c2nn(-c3ccccc3)c(C)c12 ?
p53null 32C tox: 26.8%; GALK inh: 1.6%; p53null 39C kill: -4.6%; B2AR arrestin ag: -0.2%; TSG101-PTAP inh: -3.9%; FH mod: -8.3%; NTMT1 inhibitor: 0.6%

What do the screens show for `Cc1ccc(NC(=O)CSc2ncn[nH]2)cc1C`?
p53null 32C tox: 5.4%; GALK inh: -1.6%; p53null 39C kill: 2.7%; B2AR arrestin ag: -0.6%; TSG101-PTAP inh: -3.1%; FH mod: 1.7%; NTMT1 inhibitor: 5.5%
